TRHR PAM = allosteric enhancers of human TRH receptor | P34981 | TRHR cells, fluo-8 calcium fluorescence, EC20 TRH enhancement | enhancement, % at 2 µM | actives 0.66% (n = 360,000); in the data active = enhancement above about 30%; also: 0% is about no effect
Target sequence (P34981 whole entry, looked up): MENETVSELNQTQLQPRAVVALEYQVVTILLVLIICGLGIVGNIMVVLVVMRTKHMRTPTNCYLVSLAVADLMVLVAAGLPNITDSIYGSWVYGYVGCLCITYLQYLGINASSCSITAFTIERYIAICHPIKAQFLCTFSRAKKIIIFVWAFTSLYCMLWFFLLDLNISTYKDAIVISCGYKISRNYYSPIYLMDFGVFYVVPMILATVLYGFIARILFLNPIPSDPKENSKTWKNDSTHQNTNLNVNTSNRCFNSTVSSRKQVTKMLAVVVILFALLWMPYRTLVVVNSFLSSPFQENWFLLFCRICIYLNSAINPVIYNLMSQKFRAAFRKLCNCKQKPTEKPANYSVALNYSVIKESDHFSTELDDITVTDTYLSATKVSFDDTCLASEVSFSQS
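Enhancer read-out: after compound pinning and an initial kinetic agonist-mode read, an EC20 of TRH (10 nM final) was injected and fluo-8 calcium signal (Ex 480/Em 530) followed at 1 s/cycle for 100 cycles in TRHR-expressing cells.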
D2 antag = antagonists of human D2 dopamine receptor; P14416; HEK293 TREx D2 cells, calcium flux, dopamine EC80; inhibition, % at 10 µM; actives 2% (n = 340,000); in the data active = inhibition above about 30%; also: 0% is about no effect
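HEK293 T-REx D2 cells, tet-induced, calcium dye no-wash. Cpd pintool add, 180 s kinetic, then EC80 DA, 180 s kinetic. Ca flux read.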
TrxR1 substrate = substrates of rat thioredoxin reductase 1 | purified TrxR1 substrate turnover, NADPH consumption readout | Potency, µM (doses to about 114 µM), inactives show at the highest dose activity change, negative = substrate turnover | actives 0.01% (n = 390,000) | AID 588456; also: potency is read from the fitted curve at half-maximal effect; % is scaled to controls: 0 for no effect and ±100 for the full control effect; nearly all actives have a fitted effect of over 50% in size
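Rat TrxR1, dispensed at 90 nM, was prereduced with 400 uM NADPH (final) for 5 min at ~22 deg C, then incubated with compound 15 min before 400 uM selenite. A first-read NADPH fluorescence drop versus no-compound background flagged substrates.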
PI4K2A inh = blocks human PI4K2A kinase activity; activity change, negative = inhibition, % at 76.9 µM; purified PI4K2A, ADP-Glo luminescence, 1 h; hits give low values; Q9BTU6; AID 1346378; actives 0.13% (n = 420,000); in the data active = activity change below about -50%;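 also: -100% = wells without enzyme as full effect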
Target sequence (Q9BTU6 whole entry, looked up): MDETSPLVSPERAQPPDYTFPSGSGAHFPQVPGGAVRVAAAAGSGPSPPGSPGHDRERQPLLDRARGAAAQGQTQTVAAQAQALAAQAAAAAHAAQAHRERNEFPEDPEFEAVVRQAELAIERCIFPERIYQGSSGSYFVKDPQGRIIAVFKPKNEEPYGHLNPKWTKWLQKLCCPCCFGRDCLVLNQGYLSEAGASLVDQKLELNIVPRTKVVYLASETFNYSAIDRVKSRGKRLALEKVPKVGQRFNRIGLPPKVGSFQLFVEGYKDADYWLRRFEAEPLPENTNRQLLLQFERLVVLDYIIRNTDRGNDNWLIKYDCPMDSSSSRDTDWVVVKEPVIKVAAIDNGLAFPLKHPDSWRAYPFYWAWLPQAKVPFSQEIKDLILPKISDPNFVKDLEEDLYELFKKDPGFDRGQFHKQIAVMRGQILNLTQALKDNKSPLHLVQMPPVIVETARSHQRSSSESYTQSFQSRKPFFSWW
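PI4K2A activity was measured by ADP-Glo luminescence: enzyme (4 ug/mL stock) and phosphatidylinositol (1.2 mM stock) in Tris pH 7.5/MgCl2/EGTA/Triton X-100 buffer were reacted with ATP (300 microM stock) for one hour at ambient temperature.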
D2 ag = agonists of human D2 dopamine receptor; P14416; HEK293 T-REx D2 cells, calcium flux agonist mode; activation, % at 2 µM; actives 0.53% (n = 340,000); AID 485358;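 active = activation over 3 SD above normal in the single-dose calcium agonist read, cut at about 30% in these data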; also: 0% is about no effect
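Calcium-flux readout, 1 cycle/sec over 180 s following compound pin transfer, in inducible HEK293 Trex D2 cells (force-coupled); dopamine controls included. Positive calcium responses during this window marked compounds as potential agonists.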
TRHR ag = agonists of human TRH receptor; activation, % at 2 µM; actives 0.18% (n = 360,000); TRHR cells, calcium flux fluo-8, FDSS agonist mode; P34981; in the data active = activation above about 30%; also: 0% is about no effect
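TRHR-expressing cells loaded with fluo-8 calcium dye; 23 nL library compound pin-transferred, kinetic FDSS fluorescence (Ex 480/Em 530) recorded about 180 s for agonist-induced calcium release, before a 10 nM TRH EC20 addition for potentiator mode.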
USP1-UAF1 inh = blocks the human USP1/UAF1 deubiquitinase complex | O94782 | AID 743255 | recombinant USP1/UAF1, Ub-Rhodamine cleavage fluorescence | Potency, µM (series often up to 57.1 µM), inactives show at the highest dose activity change, negative = inhibition, usual class: inhibitors | actives 0.23% (n = 390,000); also: potency is read from the fitted curve at half-maximal effect; % is scaled to controls: 0 for no effect and ±100 for the full control effect; nearly all actives have a fitted effect of over 60% in size; inactives centre near -12
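In this screen, compounds sit with the deubiquitinase complex (1nM) for 15 min at room temperature before Ub-Rho is added at 150nM final. Fluorescence rise is then followed for 6 reads every 60 seconds.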
rTrxR1 inhibitor = inhibitors of rat thioredoxin reductase 1; Potency, µM (titrated, usually from 114 µM), for inactives: top-dose activity change, negative = inhibition, hits mostly inhibitors; actives 1% (n = 390,000); recombinant rTrxR1, NADPH fluorescence consumption, selenite substrate; AID 588453; also: potency is read from the fitted curve at half-maximal effect; % is scaled to controls: 0 for no effect and ±100 for the full control effect; nearly all actives have a fitted effect of over 65% in size
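Rat TrxR1 (90 nM in the dispensed reagent) was pre-reduced with 400 uM NADPH for 5 min at room temperature, then incubated with compound for 15 min. After 400 uM selenite was added, NADPH fluorescence (Ex 340/Em 450 nm) was followed for 8 min.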
mIDH1 inhibitor = blocks human mutant IDH1 R132H enzyme; O75874; IDH1-R132H enzyme, NADPH consumption, diaphorase/resazurin fluorescence; Potency, µM (highest dose often 76.6 µM), without a hit: top-dose activity change, negative = inhibition, hits mostly inhibitors; actives 0.093% (n = 390,000); AID 602179; also: potency is read from the fitted curve at half-maximal effect; % is scaled to controls: 0 for no effect and ±100 for the full control effect; nearly all actives have a fitted effect of over 65% in size
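IDH1-R132H (0.5 ug/mL) preincubated 30 min with compound, then NADPH (0.016 mM) and alpha-KG (2 mM) added; 80 min at RT, pH 7.5. Remaining NADPH coupled via diaphorase/resazurin to fluorescence (540/590 nm); concentration-response curves normalized to no-enzyme control.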
Starred values were filed as active, the others as inactive; . = not tested or not shown; & = joins results of further samples; [ ] = another dose, or the depositor's remark. Unless noted, calls follow the shape of the dose curve; as a rule, active = well fitted inhibition curve with a large enough effect; inconclusive = small, poorly fitted or top-dose-only effect; inactive = no such curve, though single readings can be large or run the other way.

SMILES	TRHR PAM	D2 antag	TrxR1 substrate	PI4K2A inh	D2 ag	TRHR ag	USP1-UAF1 inh	rTrxR1 inhibitor	mIDH1 inhibitor
Clc1ccc(CSc2nnc(Cn3cnc4ccccc43)o2)cc1	-6	8	13%[57.1 µM]	0	0.0	-1.5	-16%	11%[57.1 µM]	11%
CN(C)S(=O)(=O)c1ccc(NC(=O)c2cc3ccccc3o2)cc1	-5	-11	-3%	-2	0.4	-1.2	-6%	5%	9%
CC(NS(=O)(=O)c1ccc(Br)cc1)C(=O)NCCc1ccccc1 (stereo not given)	-3	-4	-4%	-3	-0.1	-0.9	3%	2%	-2%
CCOC(=O)c1ccc(N2C(=O)CC(N(C)Cc3ccccc3)C2=O)cc1 (stereo not given)	-7	6	-7%	-3	0.1	-0.4	-12%	-18%	3%
OC12CCCCC1C(c1ccc3c(c1)OCO3)N(Cc1ccc(F)cc1)CC2 (stereo not given)	-2	5	9%[57.1 µM]	-1	-1.1	0.0	-27%	0%[57.1 µM]	8%
CC(C)(C)OC(=O)N1O[C@H]2C[C@@H]1[C@@H]1[C@@H]2N=NN1C12CC3CC(CC(C3)C1)C2	.	.	2%	-2	.	.	-31%	9%	14%
O=[N+]([O-])c1ccc2nonc2c1Nc1cccc(F)c1	-7	-3	4%	12	-0.6	-1.0	-21%	10%	24%
Cc1c(C(=O)Nc2ccccc2C(=O)N2CCOCC2)cccc1[N+](=O)[O-]	6	1	-2%	3	-1.1	-1.9	-13%	4%	2%
O=C(NCCc1ccccc1)c1ccc(NC(=O)C2CCCCC2)cc1	.	.	-6%	2	.	.	-19%	10%	-9%
CN=C(NC1CCCCC1)c1ccc([N+](=O)[O-])cc1	-1	-15	3%	-2	1.2	0.9	-26%	33%	-8%
CC(C)OC(=O)Cn1nnc2c(cnn2-c2ccccc2)c1=O	1	4	-5%	-3	-2.1	-2.0	-12%	-9%	0%
COc1ccccc1C(=O)Nc1cccc(NC(C)=O)c1	-5	4	5%[57.1 µM]	-3	0.5	-0.2	3%	5%	0%
CN1C(C(=O)NCc2cccc(C(F)(F)F)c2)CC2Cn3c(nc4cc(Cl)c(Cl)cc43)C21 (stereo not given)	10	-12	-3%	-1	0.5	-0.5	-19%	-26%	-3%[38.3 µM]
Cc1ccc(-c2nn(C(C)(C)C)c3ncnc(N)c23)cc1	5	4	3%	0	0.4	1.7	-3%	-3%	2%
CCOC(=O)c1cnn(CCOC(=O)C(C)(C)C)c1NC(=O)C(C)(C)C	-6	-11	-1%	2	0.2	0.2	-6%	5%	2%
CCOc1ccccc1NC(=O)C(C)CC (stereo not given)	8	10	-4%	-3	-0.4	-1.5	-12%	-8%	-1%
CC1CCCN(C(=O)C2CCN(S(=O)(=O)c3cccc4nsnc34)CC2)C1 (stereo not given)	-8	6	1%	1	-0.3	-0.2	-21%	28%	6%
Cc1cc(Nc2ccc3c(c2)OCCO3)n2ncnc2n1	2	-3	-2%	5	-0.7	0.2	-23%	-1%	0%
CN1CCN(C(=O)/C=C\c2ccc(Cl)cc2)CC1	2	0	-2%	-1	2.0	-0.1	-10%	0%	1%
S=C(NCc1ccc2c(c1)OCO2)NC1CC1	-1	5	-5%[57.1 µM]	-2	-0.3	-0.2	-12%	19%[57.1 µM]	0%
CC(C)Oc1ccc(CNC(=O)Nc2ccc3c(c2)N(C)C(=O)c2ccccc2S3)cc1	6	.	9%	2	-1.4	-0.9	-23%	1%	-9%
Cc1cccc(NS(=O)(=O)c2ccc3c(c2)CCN3C(=O)C2CC2)c1C	-6	.	-3%	-5	-0.4	-0.2	-24%	16%	28%
N=C(N)SCCN	6	-4	6%[57.1 µM]	-1&5	-1.2	-0.2	-18%	33%[activator][57.1 µM]	8%
O=C1Nc2ccc(C(=O)O)c(O)c2C1=O	.	.	-12%	-6	.	.	-8%	-6%	-1%
CCC(C)(C)NC(=O)CN(Cc1ccccc1)C(=O)CCC(=O)Nc1nccs1	5	16	2%	-2	-1.1	0.0	-6%	15%	0%
(continued)
SMILES	TRHR PAM	D2 antag	TrxR1 substrate	PI4K2A inh	D2 ag	TRHR ag	USP1-UAF1 inh	rTrxR1 inhibitor	mIDH1 inhibitor
O=C(Nc1ccc(Cl)cc1)N[C@@H]1c2c(ccc3ccccc23)OC[C@@H]1CO	.	.	0%	3	.	.	-16%	24%	-7%
CC(C)c1ccc(N2C(=O)/C(=C/N(C)C)SC2=S)cc1	14	12	-10%	-15	30*	47*	-7%	-4%	13µM*
COc1ccc(/C=C/C(=O)Nc2cc(=O)n(C)c(=O)n2C)cc1	-5	0	-19%	-4	-0.6	0.2	7%	-20%	7%
CCc1ccc2c(c1)NC(c1cccs1)=NC(c1ccc(F)cc1)=N2	3	.	-7%	-2	-1.2	-1.2	5%	8%	.
CCNC(=S)Nc1ccc(Cc2ccncc2)cc1	-4	8	-4%	-1	0.4	1.2	-9%	-17%	3%
Cc1cc(N2CCN(c3ccccc3)CC2)n2cnnc2n1	-2	.	-2%	4	1.6	-0.7	7%	19%	0%
CCC(C)C(NC(=O)c1ccccc1NC(=O)c1ccc(OC)cc1)C(=O)NCc1ccco1 (stereo not given)	-1	15	11%	3	1.3	-1.9	-16%	13%	1%
O=C(N[C@H]1C/C=C\C[C@@H](CC(=O)N(CCO)Cc2ccccc2)C(=O)N2CCC[C@H]2COC1=O)OCC1c2ccccc2-c2ccccc21	.	.	2%	1	.	.	-16%	13%	-4%
Cc1ccccc1NC(=O)CSc1ccc(-c2cccnc2)nn1	-3	-7	1%	1	-0.6	0.2	-14%	6%	-1%
COc1cc2c(cc1OC)C(c1ccc(Br)cc1)N(C(=O)c1ccccc1C(=O)O)CC2 (stereo not given)	2	6	5%	-16	-0.1	-0.2	-17%	1%	4%
COc1ccc(CN2CCC(CNS(=O)(=O)c3cccc(C(F)(F)F)c3)CC2)cc1	12	-39	-14%	2	1.2	1.4	-10%	15%[57.1 µM]	2%
COc1ccc(CCN(C)C(=O)COc2cccc(-n3cnnn3)c2)cc1OC	.	.	7%	-4	.	.	-13%	22%	-4%
O=C(C1CCN(S(=O)(=O)c2ccc(Cl)cc2)CC1)N1CCCCCCC1	-8	9	-10%	-2	-1.1	-1.3	5%	-11%	0%
O=C(COC(=O)c1cc([N+](=O)[O-])ccc1N1CCOCC1)NCCc1ccccc1	1	8	0%	-4	0.1	-0.9	-19%	3%	5%
Cc1ccc2oc(=O)c3cnn(CC(=O)Nc4ccc(Br)cc4C)c3c2c1	-3	.	1%	0	0.3	-0.1	-11%	14%	1%
CCN(C(=O)c1cccc(S(=O)(=O)N2CCCCC2)c1)C1CCS(=O)(=O)C1 (stereo not given)	2	-3	13%	-2	0.1	-0.4	-14%	28%	4%
CCCOc1ccc(C2c3c(oc4ccc(F)cc4c3=O)C(=O)N2CCc2ccc(OC)cc2)cc1 (stereo not given)	2	.	7%	-2	.	-0.5	-18%	22%	1%
CCCc1[nH]n(-c2ccc([N+](=O)[O-])cc2)c(=O)c1C=NCCc1c[nH]c2ccccc12	8	0	2%[57.1 µM]	-4	-1.7	-0.7	-28%	1%[57.1 µM]	1%
Cc1ccc(/C=C2\C(=O)Nc3ccccc32)o1	6	-1	1%	-1	-1.2	-0.9	-18%	18µM*	2%

In the list so far, these have fluorine:
SMILES	TRHR PAM	D2 antag	TrxR1 substrate	PI4K2A inh	D2 ag	TRHR ag	USP1-UAF1 inh	rTrxR1 inhibitor	mIDH1 inhibitor
OC12CCCCC1C(c1ccc3c(c1)OCO3)N(Cc1ccc(F)cc1)CC2 (stereo not given)	-2	5	9%[57.1 µM]	-1	-1.1	0.0	-27%	0%[57.1 µM]	8%
O=[N+]([O-])c1ccc2nonc2c1Nc1cccc(F)c1	-7	-3	4%	12	-0.6	-1.0	-21%	10%	24%
CN1C(C(=O)NCc2cccc(C(F)(F)F)c2)CC2Cn3c(nc4cc(Cl)c(Cl)cc43)C21 (stereo not given)	10	-12	-3%	-1	0.5	-0.5	-19%	-26%	-3%[38.3 µM]
CCc1ccc2c(c1)NC(c1cccs1)=NC(c1ccc(F)cc1)=N2	3	.	-7%	-2	-1.2	-1.2	5%	8%	.
COc1ccc(CN2CCC(CNS(=O)(=O)c3cccc(C(F)(F)F)c3)CC2)cc1	12	-39	-14%	2	1.2	1.4	-10%	15%[57.1 µM]	2%
CCCOc1ccc(C2c3c(oc4ccc(F)cc4c3=O)C(=O)N2CCc2ccc(OC)cc2)cc1 (stereo not given)	2	.	7%	-2	.	-0.5	-18%	22%	1%
